# Bioassay records deposited in PubChem by National Center for Advancing Translational Sciences (NCATS).
# Cycloheximide cs – counter-screen for Shiga toxin inhibitors: cycloheximide protein synthesis inhibition | cell reporter, cycloheximide protein synthesis inhibition counterscreen | max response, % | 300,000 compounds, 12% hits | AID 2314; in the data active means max response mostly above about 13%, no sharp cut-off; inactive means mostly below about 14%; further: read at 38.3 µM for the half of the compounds with a filed dose; 0% is about no effect
# AmpC inh no detg – AmpC beta-lactamase inhibition without detergent. P00811. AmpC nitrocefin hydrolysis, absorbance 480 nm, 0.0001% Triton. Potency, µM (highest dose often 57.1 µM), without a hit: top-dose activity change, negative = inhibition, most hits filed as inhibitors. 330,000 compounds, 0.52% hits;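 further: potency means the concentration at half of the fitted maximal effect; plate controls were no compound for no effect and no enzyme for full effect; nearly all actives have a fitted effect of over 20% in size; some results filed as inactive show a strong effect at the top dose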
# Target sequence (P00811 whole entry, looked up): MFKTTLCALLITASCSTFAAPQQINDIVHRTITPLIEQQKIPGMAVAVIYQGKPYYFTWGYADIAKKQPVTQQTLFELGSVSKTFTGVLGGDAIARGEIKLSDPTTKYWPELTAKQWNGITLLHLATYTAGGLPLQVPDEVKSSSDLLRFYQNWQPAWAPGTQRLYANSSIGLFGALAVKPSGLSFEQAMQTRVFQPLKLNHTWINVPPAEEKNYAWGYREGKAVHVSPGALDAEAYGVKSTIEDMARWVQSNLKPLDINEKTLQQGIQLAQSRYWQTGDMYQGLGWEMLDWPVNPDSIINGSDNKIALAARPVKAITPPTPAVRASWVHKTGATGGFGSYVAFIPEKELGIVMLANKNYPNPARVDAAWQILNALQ
#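 AmpC (5.3 nM in the dispensed reagent) in 20 mM phosphate pH 7.0 with 0.01% (detergent screen) or 0.0001% Triton X-100 was preincubated with compounds for 15 min at room temperature. Nitrocefin was then added from an 800 uM solution, and hydrolysis was followed at 480 nm.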
# AMA1-RON2 inh – AMA1-RON2 (P. falciparum) interaction inhibition | AlphaScreen AMA1-biotinylated RON2 peptide binding | Potency, µM (highest dose often 58.2 µM), without a hit: at the highest dose activity change, negative = inhibition, most hits filed as inhibitors | 360,000 compounds, 0.2% hits;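 further: potency means the concentration at half of the fitted maximal effect; 0% = vehicle wells and -100% = peptide control; nearly all actives have a fitted effect of over 45% in size; some results filed as inactive show a strong effect at the top dose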
#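 AMA1 (3D7) with his tag at 25 nM final met compounds first, then biotinylated RON2 peptide at 25 nM; detection used donor plus acceptor beads, 10 µg/mL apiece, read by AlphaScreen after 30 min at room temperature.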
# Giardia FBPA inh – Giardia lamblia aldolase inhibition. A8B2U2. purified Giardia FBPA. Potency, µM (titrated, usually from 59.6 µM), for the others: at the highest dose activity, negative = inhibition, most hits filed as inhibitors. 290,000 compounds, 0.71% hits; further: potency means the concentration at half of the fitted maximal effect; on the % scale 0 is the no-effect control and ±100 the full control effect; nearly all actives have a fitted effect of over 55% in size
# Target sequence (A8B2U2 whole entry, looked up): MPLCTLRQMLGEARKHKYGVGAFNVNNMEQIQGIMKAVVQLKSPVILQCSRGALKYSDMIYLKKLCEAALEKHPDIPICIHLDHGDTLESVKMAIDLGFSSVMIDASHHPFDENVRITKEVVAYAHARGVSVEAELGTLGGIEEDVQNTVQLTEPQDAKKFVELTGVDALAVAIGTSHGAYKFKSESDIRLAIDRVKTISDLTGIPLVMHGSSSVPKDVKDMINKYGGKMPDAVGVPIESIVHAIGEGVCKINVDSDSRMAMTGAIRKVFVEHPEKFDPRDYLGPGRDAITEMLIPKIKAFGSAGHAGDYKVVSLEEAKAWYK
#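 Giardia FBPA (40 nM reagent) was preincubated 10 min at RT with compound (up to 57.5 uM final), then substrate plus GAPDH/TPI/NAD/arsenate coupling system with diaphorase/resazurin was added; resorufin fluorescence (525/598 nm) was read after 20 min.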
# Shiga toxin inh – Shiga toxin inhibition | Vero cells, Shiga toxin protein synthesis inhibition reporter | inhibition, % at 38.7 µM | 290,000 compounds, 9.2% hits | AID 2315; in the data active means inhibition mostly above about 28%, no sharp cut-off; inactive means mostly below about 43%; further: 0% is about no effect
# AmpC inh detg – inhibitors of E. coli AmpC beta-lactamase with detergent; 370,000 compounds, 0.041% hits; P00811; Potency, µM (highest dose often 114 µM), without a hit: at the top dose activity change, negative = inhibition, hits mostly inhibitors; AmpC hydrolysis of nitrocefin, absorbance 480 nm, 0.01% Triton;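 further: potency means the concentration at half of the fitted maximal effect; 0% = no-compound wells and -100% = no-enzyme wells; nearly all actives have a fitted effect of over 25% in size; some results filed as inactive show a strong effect at the top dose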
#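 AmpC (5.3 nM in the dispensed reagent) in 20 mM phosphate pH 7.0 with 0.01% (detergent screen) or 0.0001% Triton X-100 was preincubated with compounds for 15 min at room temperature. Nitrocefin was then added from an 800 uM solution, and hydrolysis was followed at 480 nm.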
# HCMV antiviral – blocks human cytomegalovirus replication; 410,000 compounds, 4.5% hits; activity change, negative = inhibition, % at 57.5 µM; HFF cells, HCMV-luciferase reporter, 72 h; active compounds read low; in the data active means activity change below about -60%; inconclusive means no clear call, values can overlap the other calls; inactive means above about -39%; further: on the % scale 0 is the no-effect control and ±100 the full control effect
#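 Steps: HFFs plated, 16 h 37C; compounds added; HCMV-luciferase added to MOI 1 PFU/cell; 72 h 37C; OneGlo reagent, 5 min room temperature; luminescence read, normalized to controls.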
# * hit, by the source's call; u = inconclusive; x = no result given; & = joins results of further samples; [ ] = dose if it differs, or a comment. Unless noted, the call rests on the fitted dose curve; in most records, active means well fitted curve in the direction sought with a large enough effect; inconclusive means small, poorly fitted or top-dose-only effect, or another doubt; inactive means no such curve, though single readings can be large; an effect the other way counts as inactive or inconclusive. This is a random part of the collection, and some 16% of all compounds hit somewhere here.
smiles	Cycloheximide cs	AmpC inh no detg	AMA1-RON2 inh	Giardia FBPA inh	Shiga toxin inh	AmpC inh detg	HCMV antiviral
CCOc1ccc(NC(=O)CSc2nc3cccnc3n2CC)cc1	1	2%	8%	-21%	-8	-13%	-27
Cc1c(C(=O)N2CCCCC2)c(S(=O)(=O)N2CCN(c3ccccc3F)CC2)c(C)n1C	9	112%[activator]	-6%	-5%	-4	-1%	u
CC/C(C)=N\N=C\c1c(O)n(CC)c2cc(C3=NNC(=O)CC3)ccc12	-1	3%	-5%	-10%	-2	-16%	x
CCN(CC)S(=O)(=O)c1ccc(N=N/C(C(C)=O)=C(/C)O)cc1	2	-6%	-4%	-3%	-7	-1%	-32
COCCn1c(-c2ccc(OC)cc2)cnc1SCC(=O)Nc1ccc(OC)cc1OC	-1	20%	-11%	-2%	-9	u	-2
CN1C2CCC1CC(NC(=O)c1cc(Cl)cc3[nH]cnc13)C2 (stereo not given)	-2	-14%	11%	0%	x	-10%	2
O=C1C=C(O)C(n2cncn2)C(c2ccc3c(c2)OCO3)C1 (stereo not given)	0	-22%	6%	12%	-11	-8%	-16
COC(=O)[C@H](CCSC)NC(=O)N1CCC(C)CC1	6	1%	2%	5%	-6	-7%	35
COc1ccc(-n2ccnc(SCC(=O)NCc3ccc(C)cc3)c2=O)cc1Cl	x	-28%	52%[activator]	x	x	u	-32
Cc1cccc(NC(=O)c2cccnc2Oc2ccccc2)c1C(=O)O	2	-5%	1%	5%	-7	-10%	16
CC1=CN2C(=NC(=O)CC2(C)C(=O)N(CC(=O)NC2CCCC2)c2cc(C)cc(C)c2)C=C1 (stereo not given)	1	-6%	-2%	5%	-6	3%	11
O=C(Cn1[nH]c(=O)c2ccccc2c1=O)NCc1cccnc1	-2	-10%	4%	1%	12	-16%	-7
CC1=C(C(=O)OC2CCCCCCC2)C(c2cccc(O)c2)NC(=O)N1 (stereo not given)	-3	-12%	-3%	-5%	-5	u	43
CCOc1ccc(S(=O)(=O)n2cnc(C)c2)cc1	-1	-5%	-1%	-6%	-5	-3%	58
COC(=O)/C=C1\S/C(=N/N=C/c2ccco2)NC1=O	-3	-25%	1%	-11%	4	2%	8
CC(C)N=C(Nc1ccc(Cl)cc1)c1cccnc1	-1	-14%	-4%	3%	-1	-4%	-18
CC(OC(=O)c1cc(=O)c2ccccc2o1)C(=O)Nc1ccc(N(C)C)cc1 (stereo not given)	x	-19%	1%	x	x	-14%	-5
CC(=O)N(Cc1c(C)nn(-c2ccccc2)c1Cl)c1ccc(Cl)cc1	-1	160%[activator]	-25%	9%	-13	-2%	-27
O=S(=O)(NCc1ccccc1)c1ccc(-n2cccn2)cc1	10	-22%	2%	-2%	-1	1%	-12
Cc1ccc(C(=O)NCC(=O)NCc2cc(=O)n(C)c(=O)n2C)cc1C	-2	3%	9%	x	1	-13%	-15
CN(CCC(=O)Nc1ccc(Cl)cc1)Cc1ccccc1	-2	33%	-2%	-25%	x	-15%	44
COCCNc1c2c(nc3c(-c4ccccc4)c(C)nn13)CCCC2	2	49%	34%[activator]	6%	-9	-13%	-33
CCOC(=O)C1CCN(c2c(-c3ccccc3)c3cc(Cl)ccc3[nH]c2=O)CC1	-1	-17%	-1%	6%	26	5%	-27
Brc1ccc2c(c1)OCCOCCOCCOCCOCCO2	-6	-24%	15%	-2%	-6	-2%	-35
Fc1ccc(Nc2nc(N/N=C/c3ccco3)nc(N3CCCCC3)n2)cc1	2	-41%	41%[activator]	-21%	20	-1%	u

# Going on with the list.
smiles	Cycloheximide cs	AmpC inh no detg	AMA1-RON2 inh	Giardia FBPA inh	Shiga toxin inh	AmpC inh detg	HCMV antiviral
CCc1nc(NCCN2CCOCC2)c(C#N)c2c1CCCC2	-1	-3%	-19%	-4%	-21	u	-36
NC(=O)c1c(NC(=O)C2COc3ccccc3O2)sc2c1CCN(Cc1ccccc1)C2 (stereo not given)	-1	-25%	-14%	-4%	-12	-2%	2
CC(C)CNC(=O)C(=O)NCC1OCCCN1S(=O)(=O)c1ccc2c(c1)OCCO2 (stereo not given)	-3	-8%	-8%	x	-12	-15%	-17
Cc1ccsc1C(=O)NCCc1ccc(S(N)(=O)=O)cc1	-1	-4%	-4%	6%	24	0%	-22
O=C(/C=C/c1ccc([N+](=O)[O-])cc1)NCc1ccc2c(c1)OCO2	-1	-10%	0%	0%	5	2%	-30
COC(=O)c1ccc(NS(=O)(=O)NC(=O)c2c[nH]c3ccccc23)cc1	13	-15%	-21%	x	20	0%	0
O=C(Cc1c[nH]c2ccccc12)NCc1ccc(Cl)cc1	10	-34%	-6%	0%	30*	2%	2
C=CCNc1ncnc2ccc(Br)cc12	-5	-7%	3%	11%	-29	10%	-61*
C/C(CC(=O)Nc1ccc([N+](=O)[O-])cc1)=N\NC(=O)c1ccccc1[N+](=O)[O-]	5	-35%	55%[activator]	-14%	10	-8%	1
CCc1cccc(CC)c1-n1c(SCC(=O)c2c(N)n(C)c(=O)n(C)c2=O)nnc1-c1cccnc1	-5	1%	21%	-11%	15	-7%	-7
COC(=O)c1c(N)sc(C(C)=O)c1C	-5	-19%	5%	3%	17	u	135
Cc1ccccc1NC(=O)CSc1nnc(NC(=O)c2ccco2)s1	-2	-9%	10%	x	0	-10%	13
CCc1ccc2c(c1)c1nnc(NN)nc1n2CC	-3	2%	29%	-22%	-8	u	-9
Cc1ccccc1Oc1ccc(S(=O)(=O)NCCC(=O)O)cc1	-2	-10%	-3%	8%	-8	-14%	-18
C[C@@]12C(=O)Nc3cc(F)ccc3C(=O)N1[C@H]1c3ccccc3OC[C@@H]1[C@@H]2c1ccccc1	x	u	3%	x	x	-9%	x
O=C(NCCN1CCCC1=O)Nc1ccccc1	-3	-2%	-14%	1%	12	u	46
COCCNC(=S)N/N=C(\C)c1ccc(Cl)s1	-2	-24%	61%[activator]	-8%	-8	5%	-29
COc1ccccc1NC(=O)CSc1ncc(CO)n1Cc1ccc(F)cc1	-2	21%	0%	x	-8	-10%&-1%	21&-10
COc1ccc(C(=O)NCCS(=O)(=O)N2CCC3(CC2)OCCO3)cc1	x	-16%	5%	x	x	7%	-25
CCC(C)NC(=O)C1CCN(C(=O)COc2ccc3c4c(c(=O)oc3c2C)CCCC4)CC1 (stereo not given)	-3	5%	20%	x	-4	0%	0
Cc1sc2nc(CSc3nc4ccccc4s3)[nH]c(=O)c2c1C	21*	-1%	x	17%	80	2%	-36
CCc1ccc(NC(=O)COc2ccc(Br)cn2)cc1	-3	-15%	10%	0%	-8	-13%	-3
CC1CCCN(C(=O)C(C)Sc2nc(-c3ccccc3)cc(C(F)(F)F)n2)C1 (stereo not given)	-3	62%[activator]	15%	4%	-17	0%	21
CCC(O)CNC(=O)NC(=C(Cl)Cl)c1ccc(C)c(F)c1 (stereo not given)	-2	-14%	10%	0%	-5	-16%	-81*
Cc1cc2cc(CCNC(=O)CCCc3ccccc3)c(=O)[nH]c2cc1C	9	37%	6%	2%	8	0%	17

# The list goes on:
smiles	Cycloheximide cs	AmpC inh no detg	AMA1-RON2 inh	Giardia FBPA inh	Shiga toxin inh	AmpC inh detg	HCMV antiviral
CCCCNC(=O)C1(NC(=O)Nc2ccccc2)CCCCC1	9	-3%	-2%	1%	1	3%	u
Cn1cccc1C(=S)N=P(C1CCCCC1)(N1CCOCC1)N1CCOCC1	-1	-4%	2%	-23%	-14	-7%	-24
COc1ccc(N2CC(NS(=O)(=O)c3cccs3)CC2=O)cc1OC (stereo not given)	x	-3%	-2%	x	x	u	-20
Oc1ccc(Oc2ccc3c(C(F)(F)F)cc(C(F)(F)F)nc3n2)cc1	14	-26%	-19%	0%	-13	0%	-13
COc1cc(C(=O)Nc2ccc(NC(=O)c3ccco3)nc2)cc(OC)c1OC	-3	-22%	-4%	0%	-12	-8%	11
CCOc1ccccc1NC=C1C(=O)OC(C)(C)OC1=O	1	0%	29%	-1%	21	-1%	-3
O=C(NC1CC1)c1cccc(Nc2ccc(-c3ccc4c(c3)OCCO4)nn2)c1	31*	-47%	-16%	-14%	55*	u	8
COCCCN1CC(=O)N2C(c3cccc(OC)c3)c3[nH]c4ccccc4c3C[C@H]2C1=O (stereo not given in full)	-5	137%[activator]	-9%	-1%	10	5%	45
COc1cccc(-n2c(=S)sc3c(=O)n(-c4ccccc4C)c(SCC(=O)O)nc32)c1	-1	-31%	10%	-5%	20	u	6
CCOC(=O)C1(Cc2ccccc2C(F)(F)F)CCN(Cc2ccc(COC)o2)CC1	-2	146%[activator]	-11%	-9%	-4	-1%	u
COc1ccc(C(C(=O)NC2CCCC2)N(C(=O)c2csnn2)C2CC2)cc1 (stereo not given)	-4	2%	7%	-11%	3	-9%	-14
CCCCOc1ccc(C(=O)NCC(=O)NCC(c2ccco2)N2CCCCC2)cc1 (stereo not given)	x	81%[activator]	24%	x	x	u	-21
COc1ccc(-c2cc3ccccc3n2CC(O)CN2CCOCC2)cc1 (stereo not given)	-2	106%[activator]	-24%	2%	-7	-3%	0
O=[N+]([O-])c1ccc2c(c1)ncn2CCc1ccccc1	-2	-41%	1%	-9%	3	u	u
CN(C)c1oc(COc2ccccc2F)nc1C#N	29*	-13%	-13%	4%	59*	-7%	47
C=C1C=CS(=O)(=O)N(Cc2ccccc2)C1	-10	x	x	5%	-14	x	x
O=C1CN(C(=O)COC(=O)/C=C/c2ccc(OC(F)F)cc2)c2ccccc2N1	-3	-36%	-10%	5%	-4	3%	-23
COC(=O)[C@@]1(Cc2ccccc2)[C@H]2C(=O)N(C)C(=O)[C@H]2[C@H]2CN=C(SCc3ccccc3)N21	x	170%[activator]	2%	x	x	x	-13
O=C(NC(c1ccc(Cl)cc1)c1cc(Cl)c2cccnc2c1O)c1cccnc1 (stereo not given)	0	-1%	106%[activator]	21%	-5	-3%	-101*
Cc1ccc(C)c(NC2=NCC(=O)N2C2CCCCC2)c1	8	-3%	-3%	-19%	11	-6%	12
O=C(O)c1cc(S(=O)(=O)Nc2ccc3cn[nH]c3c2)ccc1Cl	x	5%	10%	x	x	x	0
Cc1ccc(S(=O)(=O)N2CCC[C@H]2C(=O)OCCN2C(=O)c3ccccc3C2=O)cc1	x	-3%	15%	x	x	-18%	-22

# Limited to Giardia FBPA inh and Cycloheximide cs, for 2 of the compounds above:
canonical_smiles,Giardia FBPA inh,Cycloheximide cs
COc1cc(C(=O)Nc2ccc(NC(=O)c3ccco3)nc2)cc(OC)c1OC,0%,-3
CCOc1ccccc1NC=C1C(=O)OC(C)(C)OC1=O,-1%,1
